High-throughput results from PubChem.
LAP4-GFP MLPCN: modulators of LAP4-GFP expression in yeast, primary screen, S. cerevisiae, multiplex flow cytometry, MLPCN library; 3 h; median GFP as percent of DMSO wells; GFP response vs DMSO, % at 10 µM; 320,000 tested, 0.34% active; AID 2023, 2009;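 active means GFP response vs DMSO above a set limit, about the screen mean plus 3 SD, cut at about 150% in these data; inconclusive means under 70 cell events counted for the yeast strain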
CIT2-GFP yeast: modulators of CIT2-GFP expression in yeast, primary screen, S. cerevisiae, GFP fusion, multiplex flow cytometry, MLPCN library | GFP response vs DMSO, % at 10 µM | 320,000 tested, 0.065% active | S. cerevisiae CIT2-GFP strain, 3 h; 100 means same as DMSO wells;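 active means GFP response relative to DMSO above a set limit, near the screen mean plus 3 SD, cut at about 150% in these data; inconclusive means Fewer than 70 cells measured for a yeast strain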;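 further: ratio of well median GFP fluorescence to mean of DMSO wells on the plate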
RPL19A-GFP yeast: RPL19A-GFP expression modulators in yeast, primary screen, cell-based, S. cerevisiae, multiplex flow cytometry, MLPCN; AID 2025, 2009; S. cerevisiae RPL19A-GFP strain, 3 h; active compounds read low; percent response vs DMSO, % at 10 µM; 330,000 tested, 0.3% active;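 active means percent response vs DMSO below 50%; inconclusive means fewer than 70 events counted for the yeast strain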;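 further: median channel GFP fluorescence of the barcoded RPL19A-GFP strain; ratio of sample median GFP to plate DMSO average so 100% = DMSO; lower means less RPL19A-GFP as with rapamycin TOR inhibition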
GRK2 inh: compounds blocking aptamer binding on GRK2 – biochemical, human GRK2, bead flow cytometry, HTS, primary screen. FAM-aptamer displacement from GRK2. 330,000 tested, 0.59% active. inhibition of aptamer binding, % at 10 µM;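 active means inhibition of aptamer binding above 40%, roughly 3 SD of noise, on plates passing a quality check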;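 further: median bead fluorescence of bound FAM aptamer so fluorescent compounds give negative values; no value below 0 was filed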
AGP1-GFP MLPCN: modulators of AGP1-GFP expression in yeast TOR pathway, primary screen, cell-based, multiplex flow cytometry, S. cerevisiae, MLPCN library | 3 h; GFP as percent of DMSO wells | GFP response vs DMSO, % at 10 µM | 320,000 tested, 0.02% active | AID 2066, 2009;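 active means GFP response relative to DMSO above a set limit, near screen average plus 3 SD, cut at about 150% in these data; inconclusive means fewer than 70 cells counted for the yeast strain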;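 further: median GFP channel fluorescence of the gated AGP1 strain per well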
GASC-1 inh: inhibitors of GASC-1 histone demethylase, primary screen, biochemical, fluorescence, DELFIA europium; Lysine-specific demethylase 4C (Homo sapiens), Q9H3R0; GST-JMJD2C(1-420) H3K9me3 demethylation; inhibition, % at 2.35 µM; 330,000 tested, 0.069% active;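 active means more than half of a compound's replicate wells show inhibition beyond 50%, single wells judged on their own value; inconclusive means some, but no more than half, of replicates pass 50% inhibition; inactive means no replicate passes 50% inhibition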;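 further: signal counts dimethyl H3K9 product captured on neutravidin plate; 0% = median of DMSO wells and 100% = 0.3 times that DMSO median; strong numbers were not always called active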
VLA-4 inh: inhibition in human VLA-4 binding assay, primary screen, VLA-4 allosteric modulator project, MLPCN library, flow cytometry, VLA-4 expressing cells; 330,000 tested, 0.2% active; ligand binding flow cytometry; inhibition, % (about 7 µM as worked out from the volumes in the protocol); Integrin alpha-4 (Homo sapiens), P13612; in the data active means inhibition above about 50%
Target sequence (P13612 whole entry, looked up): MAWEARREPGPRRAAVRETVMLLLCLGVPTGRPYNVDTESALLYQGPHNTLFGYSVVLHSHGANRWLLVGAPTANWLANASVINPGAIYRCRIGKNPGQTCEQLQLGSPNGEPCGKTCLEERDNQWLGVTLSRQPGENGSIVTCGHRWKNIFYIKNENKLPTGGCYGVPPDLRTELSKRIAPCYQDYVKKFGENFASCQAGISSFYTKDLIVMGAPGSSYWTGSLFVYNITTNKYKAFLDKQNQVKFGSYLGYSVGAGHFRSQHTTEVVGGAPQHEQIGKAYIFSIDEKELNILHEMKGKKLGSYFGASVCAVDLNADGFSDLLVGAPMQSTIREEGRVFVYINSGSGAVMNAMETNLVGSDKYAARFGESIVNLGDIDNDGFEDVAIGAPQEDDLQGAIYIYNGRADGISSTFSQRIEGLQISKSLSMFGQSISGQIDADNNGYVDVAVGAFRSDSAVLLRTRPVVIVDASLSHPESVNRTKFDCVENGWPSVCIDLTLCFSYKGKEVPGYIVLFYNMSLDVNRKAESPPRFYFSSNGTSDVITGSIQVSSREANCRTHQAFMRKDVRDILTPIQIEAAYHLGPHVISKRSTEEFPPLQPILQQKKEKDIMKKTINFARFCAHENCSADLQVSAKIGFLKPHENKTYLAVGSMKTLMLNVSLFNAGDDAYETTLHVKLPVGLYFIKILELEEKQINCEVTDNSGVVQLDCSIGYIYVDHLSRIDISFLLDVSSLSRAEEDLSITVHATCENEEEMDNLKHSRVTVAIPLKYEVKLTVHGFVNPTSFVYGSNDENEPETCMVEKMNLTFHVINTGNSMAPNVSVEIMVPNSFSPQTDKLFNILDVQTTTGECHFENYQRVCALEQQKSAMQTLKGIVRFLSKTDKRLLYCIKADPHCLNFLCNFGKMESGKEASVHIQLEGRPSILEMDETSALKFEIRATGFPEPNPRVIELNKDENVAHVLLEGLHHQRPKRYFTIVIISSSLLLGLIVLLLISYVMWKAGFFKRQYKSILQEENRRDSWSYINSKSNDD
MEP2-GFP yeast: modulators of MEP2-GFP levels in yeast, primary screen, S. cerevisiae, multiplex flow cytometry, MLPCN library. S. cerevisiae MEP2-GFP strain, 3 h; 100% = DMSO control level. GFP response vs DMSO, % at 10 µM. 330,000 tested, 0.51% active. AID 2016, 2009;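 active means GFP response versus DMSO above a set limit, roughly screen mean plus 3 SD, cut at about 180% in these data; inconclusive means fewer than 70 cells counted for a yeast strain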;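 further: median GFP fluorescence of the barcode-gated MEP2-GFP cells per well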
The depositor's hits bear a star; ? = inconclusive; · = not tested or not shown; & = joins results of further samples.

SMILES	LAP4-GFP MLPCN	CIT2-GFP yeast	RPL19A-GFP yeast	GRK2 inh	AGP1-GFP MLPCN	GASC-1 inh	VLA-4 inh	MEP2-GFP yeast
Cc1ccc(/C=N/n2cc(-c3ccccc3)[nH]c2=S)s1	118	84	90	0	89	-1	5	98
O=C(Nc1ccc(NC(=O)c2ccccc2F)cc1)c1ccccc1F	94	108	103	3	104	-30	-8	111
CC(C)C[C@H](NC(=O)NC1CCCc2ccccc21)C(=O)O (stereo partly drawn)	98	106	104	0	109	-5	1	106
O=C(CSc1ccc(Br)cc1)N1CCN(S(=O)(=O)c2ccccc2)CC1	97	85	105	10	95	7	-2	106
Cc1noc(NS(=O)(=O)c2ccc(NC(=O)CCn3c(=O)oc4ccccc43)cc2)c1C	105	95	95	9	98	-2	0	98
Fc1cccc(CNc2ncnc3ccc(-c4ccc5c(c4)OCO5)cc23)c1	106	105	98	0	101	7	-3	103
Clc1ccc(-n2cccc2)cn1	120	185*	116	0	103	-10	-7	172
Cc1ccc(-c2nc(CS(=O)CC(=O)NC3CCCC3)c(C)o2)cc1 (stereo not drawn)	110	100	96	0	99	-14	-4	101
COc1ccc(N2CCN(c3ncnc4c3[nH]c3ccccc34)CC2)cc1	99	95	102	0	98	-8	-4	100
COC(=O)c1ccc(CO/N=C/c2ccccc2OC)cc1	94	95	101	4	93	-6	-1	102
OC1(c2ccc(F)cc2)CCN(Cc2nnnn2Cc2cccs2)CC1	93	101	99	3	102	-1	8	97
O=C(CCCSc1nc2ccccc2[nH]1)Nc1nnc(C2CC2)s1	92	106	107	0	103	3	5	103
O=C(CCC(=O)Nc1ccc(F)cc1)N/N=C/c1ccc(O)cc1	87	100	100	0	100	20	40	93
Cc1c(C(=O)Nc2nc3ccccc3[nH]2)cccc1[N+](=O)[O-]	99	106	100	1	106	-1	-6	94
CC1CCC2C(=O)N(c3ccccc3OC(=O)c3ccccc3)C(=O)C2C1 (stereo not drawn)	86	112	102	0	106	0	-3	109
CN(C)S(=O)(=O)c1cc(NC(=O)COC(=O)c2ccc3c(c2)OCO3)ccc1Cl	100	79	99	0	94	-8	-13	95
Clc1ccc(N/N=C/c2cccnc2)cc1	91	132	106	0	99	-6	-16	101
CC(C)(C)SC(=O)C[C@@H]1NS(=O)(=O)OC2CCCCC21 (stereo partly drawn)	97	81	94	0	85	3	-5	86
O=C(CN1CCN(c2ccc(F)cc2)CC1)Nc1ccc(S(=O)(=O)N2CCOCC2)cc1	79	·	104	0	90	-26	10	99
Cc1n[nH]c(=S)n(NC(=O)CC(=O)Nn2c(=S)[nH]nc(C)c2=O)c1=O	108	98	99	0	105	-12	-4	95
O=C(O)CCC(=O)Nc1ccc(Br)cc1C(=O)c1ccccc1Cl	107	112	116	0	110	-1	-8	111
CC(C)(C)C1CCC(C(=O)Nc2nccs2)CC1 (stereo not drawn)	76	98	96	0	85	-6	-51	99
O=C(CN1C(=O)NC2(CCOc3ccccc32)C1=O)NCc1ccccc1 (stereo not drawn)	99	95	97	0	98	-1	3	102
CCOC(=O)C(C)Sc1nc2ccccc2c(=O)n1CC1CCCCC1 (stereo not drawn)	?	?	?	0	?	-4	-4	?

Molecules from the list above with a tert-butyl group (two):
SMILES	LAP4-GFP MLPCN	CIT2-GFP yeast	RPL19A-GFP yeast	GRK2 inh	AGP1-GFP MLPCN	GASC-1 inh	VLA-4 inh	MEP2-GFP yeast
CC(C)(C)SC(=O)C[C@@H]1NS(=O)(=O)OC2CCCCC21 (stereo partly drawn)	97	81	94	0	85	3	-5	86
CC(C)(C)C1CCC(C(=O)Nc2nccs2)CC1 (stereo not drawn)	76	98	96	0	85	-6	-51	99

Next results follow:
SMILES	LAP4-GFP MLPCN	CIT2-GFP yeast	RPL19A-GFP yeast	GRK2 inh	AGP1-GFP MLPCN	GASC-1 inh	VLA-4 inh	MEP2-GFP yeast
COc1cc(OC)c(OC)cc1CN1CCN(S(=O)(=O)c2ccc(F)cc2)CC1	97	97	99	2	106	4	7	101
Clc1ccc(Nc2nc(-c3cccnc3)cs2)cc1	109	121	104	0	·	-1	5	114
Cc1cc(N2C(=O)C(=O)/C(=C(/O)c3ccccc3)C2c2cccc(Br)c2)no1 (stereo not drawn)	95	88	92	0	88	-5	1	99
CC(=O)Nc1ccc(C(=O)OCC(=O)/C(C#N)=C(\C)N)cc1	108	94	98	0	102	3	-4	92
c1ccc(-c2n[nH]c3c2CCC3)cc1	123	104	105	5	109	-5	16	124
Cc1nn(-c2ccccc2)c(Cl)c1C(=O)NNC(=O)c1ccccc1O	104	97	100	1	100	18	10	99
Cc1ccccc1NC(=O)C1CCCN1S(=O)(=O)c1ccc2c(c1)n(C)c(=O)c(=O)n2C (stereo not drawn)	96	103	104	2	100	1	19	107
O=C(NN1C(=O)c2ccccc2NC1c1ccc([N+](=O)[O-])o1)c1ccc(Br)cc1 (stereo not drawn)	100	91	95	1	92	-10	-3	95
Cc1cccc(Oc2ccc(NC(=O)c3ccccc3C(=O)O)cc2)c1C	110	89	93	4	98	-5	1	98
O=C(C1=C[C@H](c2ccc(C(F)(F)F)cc2)C[C@H](OCCCCO)O1)N1CCN(Cc2ccc3c(c2)OCO3)CC1	122	68	97	0	79	3	12	94
COc1ccc(C(CC(=O)c2ccccc2)S(=O)(=O)c2ccccc2)cc1 (stereo not drawn)	103	100	105	3	97	-1	15	99
Cc1ccc(S(=O)(=O)Nc2c(C(=O)O)[nH]c3ccccc23)c(C)c1	102	109	99	3	103	0	23	112

Three compounds already listed, sorted by the value under CIT2-GFP yeast, smallest number first.
structure | CIT2-GFP yeast
O=C(NN1C(=O)c2ccccc2NC1c1ccc([N+](=O)[O-])o1)c1ccc(Br)cc1 (stereo not drawn) | 91
CC(=O)Nc1ccc(C(=O)OCC(=O)/C(C#N)=C(\C)N)cc1 | 94
Clc1ccc(Nc2nc(-c3cccnc3)cs2)cc1 | 121

The list continues:
SMILES	LAP4-GFP MLPCN	CIT2-GFP yeast	RPL19A-GFP yeast	GRK2 inh	AGP1-GFP MLPCN	GASC-1 inh	VLA-4 inh	MEP2-GFP yeast
COc1ccc(N2CCN(CCCNC(=O)c3ccc(CS(=O)(=O)c4ccc(Cl)cc4)o3)CC2)cc1	95	106	98	0	99	85	4	104
COc1ccc(-c2cc(C(F)(F)F)n3ncc(C(=O)Nc4c(C)n(C)n(-c5ccccc5)c4=O)c3n2)cc1	88	93	103	0	95	-28	7	103
CCOC(=O)C1=C(C)N(CCC(=O)O)C(=O)NC1c1ccccc1Cl (stereo not drawn)	94	97	99	0	102	15	1	102
COc1cc([N+](=O)[O-])ccc1NC(=O)COC(=O)c1c[nH]c(=O)[nH]c1=O	114	94	96	0	101	11	-6	98
Cc1nn(-c2ccccc2)nc1C(=O)Nc1nnc(C(F)(F)F)s1	108	84	100	0	93	-23	0	93
CC(C)C(=O)NC(=S)Nc1ccc(S(=O)(=O)N2CCN(C)CC2)cc1	101	118	109	3	108	3	19	120
CCOC(=O)c1[nH]c(C)c(C(=O)OCC(=O)N2c3ccccc3CC2C)c1C (stereo not drawn)	104	101	99	0	103	-1	-9	105
CCCc1cc(C(=O)Nc2cccnc2)no1	99	90	98	4	93	2	-15	102
CCOC(=O)c1c(C)oc2cc(Br)c(OCC(N)=O)cc12	94	94	96	0	93	-1	9	101
CCOC(=O)c1ccc(Oc2nc(N(C)C)nc(N(C)C)n2)cc1	111	100	105	4	101	-6	2	107
COc1ccc(CNC(=O)[C@H](C)NC(=O)C2CCN(S(=O)(=O)c3ccc(F)cc3)CC2)cc1	99	99	101	0	96	19	11	105
Cc1ccc(NC(=O)Cn2cncc2-c2ccc([N+](=O)[O-])cc2)cc1C	99	101	98	0	101	-3	7	103
CCN(CC)S(=O)(=O)c1ccc(N2CCCC2)c(C(=O)OCC(=O)Nc2cc(C)on2)c1	99	96	97	1	96	-4	7	94
Cc1ccc(OC(=O)c2cccc([N+](=O)[O-])c2)c(-n2nc3ccccc3n2)c1	94	96	102	0	99	5	6	98
COc1ccc(-c2oc3ccccc3c(=O)c2OC(=O)c2ccc(C)cc2)cc1	98	88	93	2	90	5	-9	96
O=C(/C=C/c1ccccc1)N/C(=C/c1ccccc1)C(=O)NCCCO	101	104	106	0	106	2	5	102
C=CCOc1c(Br)cc(CNc2ccc(NC(=O)C(C)C)c(OC)c2)cc1OC	99	97	100	0	103	18	1	103
Cc1ccn2c(CNCCn3cccn3)c(C(=O)N3CCCCCC3)nc2c1	87	101	99	4	95	2	-3	92
COCCN(Cc1cccs1)S(=O)(=O)c1csc(C(N)=O)c1	89	95	94	3	93	0	6	93
C[C@H](CO)N1C[C@H](C)[C@@H](CN(C)CC2CCCCC2)Oc2ccc(NC(=O)CCN3CCOCC3)cc2C1=O	89	88	98	0	88	-1	25	98
Cc1ccc(OCCN2C(=O)NC3(CCc4ccccc4C3)C2=O)cc1 (stereo not drawn)	93	98	102	1	103	5	4	101
COc1ccc(CNc2ccc3c(c2)nc(C)n3C)cc1OC	85	112	104	0	103	1	5	108
COc1cccc(C(=O)c2ncc(C(F)(F)F)cc2Cl)c1	98	102	100	1	107	-1	-1	105
CCCCC1C(C#N)=C(C)NC2=C1C(=O)CC(C)(C)C2 (stereo not drawn)	98	105	99	3	104	0	6	103
CNS(=O)(=O)Cc1ccc2[nH]cc(CCN(C)C)c2c1	107&101	99&103	99&98	1&0	100&91	-2&0	-24&9	93&91
CC(=O)Oc1ccc(/C=N/NC(=O)CCSc2ccccc2)cc1	101	102	105	3	100	3	5	99
CCOC(=O)N1CCN(C(=O)C2CCN(C(=O)c3cc4sccc4n3CC)CC2)CC1	99	99	101	1	97	3	-9	103
CN1CCCC1c1cccnc1 (stereo not drawn)	105	104	102	0	103	-10	29	104
Cc1cc(C)cc(NS(=O)(=O)c2ccc(NC(=S)Nc3ccccc3)cc2)c1	100	106	107	2	103	-5	25	114
O=C(OCC(=O)N1CCOCC1)c1cccc(S(=O)(=O)N2CCCc3ccccc32)c1	98	81	100	0	105	12	-2	94
O=C(c1cccs1)n1cc(C(=S)N2CCOCC2)c2ccccc21	101	109	103	5	106	118	-15	100
COc1ccc(OC(=O)Nc2ccccc2)cc1	95	60	102	1	67	-5	0	89
CCCCC[C@H]1CN(C2CCCCC2)C(=O)[C@@H]1CC(=O)NCc1ccccc1	131	109	102	3	94	9	14	98
COc1ccc(NC(=O)N2CCCC(c3nc(-c4ccc(F)cc4)no3)C2)cc1 (stereo not drawn)	97	103	103	3	97	3	0	108
CCC(C(=O)NCc1ccco1)N(C(=O)CNS(=O)(=O)c1ccccc1)C1CCCCC1 (stereo not drawn)	87	96	91	1	93	0	1	93
COc1ccc2c(c1)NC(=O)CC(c1ccccc1)=N2	105	104	103	1	105	2	16	104
N#Cc1c(-c2cccc(Br)c2)cc(-c2cccnc2)nc1N	76	121	108	3	82	2	5	114
COc1cccc(NS(=O)(=O)c2ccc(S(=O)(=O)N3CCCC3)cc2)c1	93	95	93	0	96	-1	-7	95
Cc1ccc(C)c(OCC(=O)Nc2cc(NC(=O)COc3cc(C)ccc3C)cc(C(=O)O)c2)c1	83	99	103	1	97	1	19	100
COc1ccc(N2CC(NS(=O)(=O)c3ccc4ccccc4c3)CC2=O)cc1 (stereo not drawn)	92	86	92	1	100	?	8	91
COc1ccc(Nc2nc(N3CCCCC3)nc3ccccc23)c(OC)c1	110	98	100	4	97	5	8	97
